Tb PFK inh – qHTS Assay to Find Inhibitors of T. brucei phosphofructokinase | ATP-dependent 6-phosphofructokinase (Trypanosoma brucei brucei), O15648 | T. brucei PFK, ADP-Glo luminescence | Potency, µM (top dose mostly 57.5 µM), inactives show top-dose activity, negative = inhibition, actives largely listed as inhibitors | 330,000 tested, 0.17% active;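 further: potency means the concentration at half of the fitted maximal effect; 0% = uninhibited 1x PFK enzyme wells and -100% = no-enzyme wells; nearly all actives have a fitted effect of over 60% in size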
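1.25 nM PFK with 0.5 mM F6P and 0.1 mM ATP in 0.1 M TEA pH 8.0, 5 mM MgCl2, incubated 45 min at room temperature; ADP measured by ADP-Glo luminescence; compounds titrated up to 57 uM.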
FLuc counter – qHTS profiling assay for firefly luciferase inhibitor/activator using purifed enzyme and Km concentrations of substrates (counterscreen for miR-21 project); Luciferin 4-monooxygenase (Photinus pyralis), P08659; purified FLuc, Km substrates, luminescence inhibition; Potency, µM (top dose mostly 57.5 µM), without a hit: at the top dose activity change, negative = inhibition, most hits filed as inhibitors; 360,000 tested, 6.9% active;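 further: potency means the concentration at half of the fitted maximal effect; plate controls were vehicle for no effect and reference inhibitor for full effect; nearly all actives have a fitted effect of over 55% in size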
Target sequence (P08659 whole entry, looked up): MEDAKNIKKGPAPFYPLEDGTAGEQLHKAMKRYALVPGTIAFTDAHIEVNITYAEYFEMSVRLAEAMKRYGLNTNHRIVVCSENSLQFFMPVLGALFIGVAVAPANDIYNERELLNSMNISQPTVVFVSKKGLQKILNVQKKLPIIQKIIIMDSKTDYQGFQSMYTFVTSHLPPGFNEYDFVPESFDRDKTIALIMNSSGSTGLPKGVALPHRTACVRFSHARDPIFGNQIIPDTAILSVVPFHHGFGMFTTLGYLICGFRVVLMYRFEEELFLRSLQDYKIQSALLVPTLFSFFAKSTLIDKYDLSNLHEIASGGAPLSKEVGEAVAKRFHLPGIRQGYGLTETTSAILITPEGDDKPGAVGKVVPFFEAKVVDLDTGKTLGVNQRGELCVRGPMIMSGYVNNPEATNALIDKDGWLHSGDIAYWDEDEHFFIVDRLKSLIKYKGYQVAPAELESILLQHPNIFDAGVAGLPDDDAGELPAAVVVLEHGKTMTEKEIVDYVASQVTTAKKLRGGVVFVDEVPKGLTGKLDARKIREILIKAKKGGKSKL
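Purified P. pyralis luciferase, 10 nM final, with Km-level 10 uM D-luciferin and 10 uM ATP in 50 mM Tris acetate pH 7.5, 10 mM Mg acetate, 0.01% Tween-20, 0.05% BSA; 6-point qHTS titration about 60 µM downward; luminescence read.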
p53 reactivation – qHTS assay for re-activators of p53 using a Luc reporter | Potency, µM (highest dose often 92.2 µM), inactives show top-dose activity change, positive = activation, most hits filed as activators | 320,000 tested, 0.063% active | H1299 p53-A138V BP100-luciferase reporter, luminescence, 24 h; further: potency means the concentration at half of the fitted maximal effect; % of control where 0% means no effect; nearly all actives have a fitted effect of over 45% in size
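H1299 (p53-null), stable ts p53-A138V + BP100-Luc; 1000 cells/well, Opti-MEM/10% FBS; cpd 4 pt, 1:5; 24 h, 37 deg C, 5% CO2; detection reagent 10 min RT; luminescence.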
BRCA1 expr act – qHTS Assay to Identify Small Molecule Activators of BRCA1 Expression. MCF7-BRCA1-FFLuc reporter, luminescence, 48 h; response scale: scaled: vehicle 0%, 10 µM genistein 100%. Potency, µM (doses to about 46.1 µM), for the others: top-dose activation, actives largely listed as activators. 380,000 tested, 1.1% active. AID 624202, 2012; further: potency means the concentration at half of the fitted maximal effect; nearly all actives have a fitted effect of over 80% in size; some results filed as inactive show a strong effect at the top dose
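Luminescence from a BRCA1-driven firefly luciferase in MCF7 cells was read after 48 h compound exposure at 37 C. Data normalized against DMSO and a 10microM genistein activation control, then curve-fitted across the titration.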
NPC1 prom act – qHTS Assay for NPC1 Promoter Activators; AID 485313, 2010; 320,000 tested, 2.4% active; Huh7 NPC1 promoter luciferase reporter, 24 h; Potency, µM (titrated, usually from 9.22 µM), for inactives: at the highest dose activation, hits mostly activators;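 further: potency means the concentration at half of the fitted maximal effect; % of control where 0% means no effect; nearly all actives have a fitted effect of over 60% in size; reporter is driven by a mutant NPC1 promoter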
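Cells: Huh7 expressing luciferase under the NPC1 promoter, 1500/well. Seeded 2 h, compound added, incubated 24 h at 37 °C. Luciferase reagent, 10 min ambient, then luminescence.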
TRPV1 ag – HTS Assay for Compounds that Act as Agonists of the Vanilloid Receptor 1; Transient receptor potential cation channel subfamily V member 1 (Homo sapiens), Q8NER1; TRPV1-expressing cells, Fluo-8 calcium influx, agonist mode; activation, % at 8.33 µM; 320,000 tested, 0.19% active; AID 540275, 2011; in the data active means activation above about 80%; inconclusive means between about 30% and that limit; further: 0% is about no effect
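TRPV1-expressing cells were cultured overnight at 35.5C and loaded with Fluo-8 calcium dye for 40 to 90 min at room temperature. After a 10 s baseline, compound was added and calcium influx was read kinetically for 3 min (ex 480/em 520 nm).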
RORgamma inh – qHTS for inhibitors of ROR gamma transcriptional activity | Nuclear receptor ROR-gamma (Mus musculus), P51450 | Drosophila S2 Gal4-RORgamma UAS-luciferase reporter, 20 h | Potency, µM (highest dose often 53.6 µM), without a hit: at the top dose activity change, negative = inhibition, hits mostly inhibitors | 310,000 tested, 5.4% active; further: potency means the concentration at half of the fitted maximal effect; on the % scale 0 is the no-effect control and ±100 the full control effect; nearly all actives have a fitted effect of over 60% in size
Target sequence (P51450 whole entry, looked up, the tested form may be a part): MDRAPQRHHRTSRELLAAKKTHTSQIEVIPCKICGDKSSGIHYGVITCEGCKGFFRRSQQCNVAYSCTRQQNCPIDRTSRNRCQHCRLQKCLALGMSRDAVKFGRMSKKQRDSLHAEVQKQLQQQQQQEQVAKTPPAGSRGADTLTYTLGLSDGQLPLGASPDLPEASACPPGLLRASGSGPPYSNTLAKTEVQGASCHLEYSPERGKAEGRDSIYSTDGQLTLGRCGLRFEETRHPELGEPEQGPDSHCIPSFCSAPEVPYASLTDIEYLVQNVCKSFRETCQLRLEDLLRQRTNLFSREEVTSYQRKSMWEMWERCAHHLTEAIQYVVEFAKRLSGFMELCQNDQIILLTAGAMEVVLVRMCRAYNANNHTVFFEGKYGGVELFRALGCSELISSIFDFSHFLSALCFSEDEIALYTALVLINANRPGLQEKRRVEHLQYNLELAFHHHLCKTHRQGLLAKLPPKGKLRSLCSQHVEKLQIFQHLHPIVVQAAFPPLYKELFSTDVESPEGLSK
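Using a luciferase readout, inhibitors were identified by reduced reporter activity in Drosophila cells coexpressing a copper-inducible Gal4–ROR gamma fusion and UAS-driven Photinus luciferase, incubated 20 hr after 700 uM copper sulfate.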
ELG1 genotox – qHTS screen for small molecules that induce genotoxicity in human embryonic kidney (HEK293T) cells expressing luciferase-tagged ELG1; HEK293T ELG1-luciferase reporter, luminescence, 16 h; Potency, µM (top dose mostly 46 µM), without a hit: at the highest dose activity change, positive = activation, most hits filed as activators; 330,000 tested, 1.3% active; AID 504466, 2011; further: potency means the concentration at half of the fitted maximal effect; % of control where 0% means no effect; nearly all actives have a fitted effect of over 60% in size
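After overnight (16 hr) compound treatment at 37 °C, ELG1-luciferase HEK293T cells were lysed with ONE-Glo; luminescence quantified 30 min later at room temperature.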
Rab9 prom act – qHTS Assay for Rab9 Promoter Activators | Potency, µM (doses to about 9.22 µM), without a hit: top-dose activation, negative = inhibition, usual class: activators | Huh7 Rab9 promoter-luciferase reporter, luminescence, 24 h | 320,000 tested, 2.8% active; further: potency means the concentration at half of the fitted maximal effect; % of control where 0% means no effect; nearly all actives have a fitted effect of over 60% in size
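Huh7 reporter line, Rab9 promoter upstream of luciferase. Compound exposure 24 h at 37 °C in reduced-serum medium with 10% FBS. Read-out: luminescence.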
Gal4-VP16 FLuc – VP16 counterscreen qHTS for inhibitors of ROR gamma transcriptional activity; Drosophila S2 Gal4-VP16 UAS-luciferase, luminescence, 20 h; Potency, µM (series often up to 53.6 µM), inactives show at the highest dose activity, negative = inhibition, usual class: inhibitors; 310,000 tested, 3.5% active; AID 2546, 2010;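 further: Gal4-VP16 expression switched on by copper sulfate through the metallothionein promoter; potency means the concentration at half of the fitted maximal effect; on the % scale 0 is the no-effect control and ±100 the full control effect; nearly all actives have a fitted effect of over 50% in size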
ELG1 repair inh – qHTS screen for small molecules that inhibit ELG1-dependent DNA repair in human embryonic kidney (HEK293T) cells expressing luciferase-tagged ELG1 | HEK293T ELG1-luciferase reporter, luminescence, 16 h; DNA damage induced by 5-fluorouridine | Potency, µM (titrated, usually from 46.1 µM), for inactives: at the highest dose activity change, negative = inhibition, hits mostly inhibitors | 330,000 tested, 2.3% active | AID 504467, 2011; further: potency means the concentration at half of the fitted maximal effect; on the % scale 0 is the no-effect control and ±100 the full control effect; nearly all actives have a fitted effect of over 55% in size
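HEK293T cells expressing luciferase-tagged ELG1 (2,000/well) received 5-Fluorouridine plus compound or DMSO for 16 hr at 37 °C. Luciferase was read by ONE-Glo luminescence after 30 min at room temperature.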
* = called active by the depositor; ? = inconclusive; . = no result given; & = joins results of further samples; [ ] = dose if it differs, or a comment. Unless noted, the call rests on the fitted dose curve; in most records, active means well fitted curve in the direction sought with a large enough effect; inconclusive means small, poorly fitted or top-dose-only effect, or another doubt; inactive means no such curve, though single readings can be large; an effect the other way counts as inactive or inconclusive.

SMILES | Tb PFK inh | FLuc counter | p53 reactivation | BRCA1 expr act | NPC1 prom act | TRPV1 ag | RORgamma inh | ELG1 genotox | Rab9 prom act | Gal4-VP16 FLuc | ELG1 repair inh
Cc1cc(C(=O)COC(=O)Cc2n[nH]c(=O)c3ccccc23)c(C)n1-c1ccc2c(c1)OCO2 | 5% | ? | -5% | -23% | -8% | 8 | -19% | 5% | -7% | 18µM* | 13µM*
COC(=O)C(CCSC)NC(=O)c1cc2c(n(-c3ccc(C)cc3)c1=O)CCCC2=O (stereo not given) | -1% | -2% | 4% | 0% | -7% | 5 | 22% | 0% | -5% | -26% | -15%
CC(C)NC(=O)CSc1ccccc1C(=O)NNC(=O)Cn1ccc(C(F)(F)F)n1 | -6% | -2% | -3% | -12% | -4% | 3 | . | -6% | -2% | . | 12%
CCC1CCCCN1c1ccc([N+](=O)[O-])cc1/C=N/NC(=O)Cn1c2ccccc2c(=O)c2ccccc21 (stereo not given) | -6% | 0% | -3% | 0% | -1% | -2 | 31% | -3% | -4% | -4% | 19%
CCCCNc1c(-c2ccc(SC3CCCCC3)c(OC)c2)nc2ccc(Cl)cn12 | -12% | -8% | -1% | 0% | -7% | ? | . | -11% | 2% | . | -12%
CCn1c(COc2cccc3cccnc23)nnc1SC(F)F | -2% | -2% | 2% | -8% | -1% | -1 | 2% | -1% | -4% | -7% | 7%
COc1ccc(S(=O)(=O)N2c3ccccc3OCC2C)cc1 (stereo not given) | 3% | -6% | 4% | -54% | -29% | 8 | ? | 1% | -9% | -5% | ?
CCOC(=O)C1(C)NC(c2ccc(N(C)C)cc2)C2C(=O)N(CC)C(=O)C21 (stereo not given) | -4% | 3% | 3% | 1% | -1% | 2 | 23% | 1% | -4% | -13% | -1%
Cc1csc(SCCn2c(N3CCN(c4ccccc4)CC3)nc3c2c(=O)[nH]c(=O)n3C)n1 | 3% | 6% | -3% | -13% | -2% | 1 | -3% | -7% | 0% | 2% | ?
COc1ccc(CNC(=O)c2ccc(CNc3c(NC4CCCCC4)c(=O)c3=O)cc2)cc1 | 4% | 3% | . | 4% | -2% | 2 | -10% | 0% | 2% | -12% | ?
COc1cc2c(cc1OC)CN(C(=O)C1CCCN(C(=O)c3ccc(Cl)cc3)C1)CC2 (stereo not given) | -1% | 0% | -5% | -9% | 3% | ? | . | -2% | -3% | . | -11%
Cc1nc2ccc(S(=O)(=O)Nc3cccc(-c4nc5cccnc5s4)c3C)cc2s1 | 2% | ? | 22% | -15% | -6% | 2 | -22% | -3% | -2% | ? | 5%
CS(=O)(=O)N(CC(=O)NC1CC2CCC1C2)c1cccc(C(F)(F)F)c1 (stereo not given) | -3% | 10% | -2% | -22% | -3% | 28 | ? | -1% | -5% | -7% | -2%
O=C(Cc1ccc(F)cc1)N[C@@H]1c2ccccc2CC[C@@H]1O | -1% | . | -7% | -1% | . | . | . | 10% | . | . | 7%
O=C(Nc1cccc(S(=O)(=O)N2CCOCC2)c1)c1cnn2c(C(F)F)cc(-c3ccccc3)nc12 | -3% | 1% | 2% | -54% | -10% | 2 | 7% | 2% | -14% | 5% | ?
CCOC(=O)c1c(NC(=O)CN2CCN(c3ccc(Cl)cc3)CC2)sc(C)c1C | -7% | 1% | 0% | 17% | -4% | 1 | 0% | -1% | 0% | -6% | -1%
COc1ccc(OC)c(C(=O)COC(=O)COc2ccccc2F)c1 | -8% | 0% | 4% | -5% | -4% | 8 | . | 0% | -2% | . | 15%
Cc1cccc(NC(=O)CSCC(=O)Nc2cc(Cl)ccc2N2CCOCC2)c1 | -2% | 3% | 1% | -36% | 2% | 8 | . | -12% | 0% | . | 1%
CCOC1=C/C(=C/c2c(N)n3nc(CC(=O)N4CCCC4)sc3nc2=O)C=CC1=O | 2% | 5% | 12% | 13% | 4% | 10 | 13% | -1% | 5% | -3% | 10%
COc1c(C)cc(C(=O)C2CCCN(C(=O)c3snnc3C)C2)cc1C (stereo not given) | 1% | -1% | 2% | -1% | -2% | 2 | 9% | 1% | -3% | -1% | ?
COC(=O)c1ccc(CSCc2ccc(C(=O)OC)o2)o1 | 0% | -3% | -1% | -1% | -4% | 4 | 16% | 2% | -2% | -5% | 10%
COc1ccc(CC(=O)NNc2ncnc3c2cnn3-c2ccc(C)cc2)cc1OC | 10% | -7% | -8% | -32% | -1% | -3 | 6.3µM* | 5% | 2% | ? | -7%
C=CCn1c(N)c(C(=O)NCC2CCCO2)sc1=S (stereo not given) | 21% | 1% | 5% | -9% | -1% | -1 | -3% | -4% | 7% | 0% | 8%
COC(=O)CNC(=S)NC(=O)c1ccc(C(C)(C)C)cc1 | -2% | 13µM* | 5% | 8% | -1% | 19 | 6.3µM* | 5% | -2% | -22%[10 µM] | 11%
CCN1CCN(c2nc3c(C)cccn3c(=O)c2/C=C(\C#N)S(=O)(=O)c2ccccc2)CC1 | 5% | -1% | -8% | -13% | 0% | 25 | -14% | -1% | 1% | 1% | -3%

3 structures already listed, sorted by formula weight, ascending:
SMILES | Tb PFK inh | FLuc counter | p53 reactivation | BRCA1 expr act | NPC1 prom act | TRPV1 ag | RORgamma inh | ELG1 genotox | Rab9 prom act | Gal4-VP16 FLuc | ELG1 repair inh
COC(=O)c1ccc(CSCc2ccc(C(=O)OC)o2)o1 | 0% | -3% | -1% | -1% | -4% | 4 | 16% | 2% | -2% | -5% | 10%
CCn1c(COc2cccc3cccnc23)nnc1SC(F)F | -2% | -2% | 2% | -8% | -1% | -1 | 2% | -1% | -4% | -7% | 7%
CS(=O)(=O)N(CC(=O)NC1CC2CCC1C2)c1cccc(C(F)(F)F)c1 (stereo not given) | -3% | 10% | -2% | -22% | -3% | 28 | ? | -1% | -5% | -7% | -2%

Following part.
SMILES | Tb PFK inh | FLuc counter | p53 reactivation | BRCA1 expr act | NPC1 prom act | TRPV1 ag | RORgamma inh | ELG1 genotox | Rab9 prom act | Gal4-VP16 FLuc | ELG1 repair inh
O=C1CC(N2CCN(Cc3ccccc3)CC2)C(=O)N1c1ccc2c(c1)OCCO2 (stereo not given) | -1% | 10% | 18% | 0% | -2% | 3 | 22% | ? | 2% | -6% | ?
CC(C)(O)c1cc2ccccc2c(=O)o1 | 0% | . | 3% | 46% | . | . | . | 3% | . | . | ?
CC(=O)N1CCCc2cc(S(=O)(=O)N3CCCC(C(=O)NCc4ccc(Cl)cc4)C3)ccc21 (stereo not given) | -5% | 0%&7% | -9% | -26% | 0% | 1 | 9% | -1% | -18% | 0% | ?
CC(C)(C)NC(=O)CSc1nc2ccc(NC(=O)CSc3nnnn3Cc3ccccc3)cc2s1 | -4% | ? | 0% | -49% | -9% | 11 | -41% | -12% | -14% | 11µM* | 2.9µM*
CC(=O)c1c(NC(=O)C(C)C)nc(C)nc1-c1ccccc1 | -16% | -1% | -6% | -10% | 0% | -1 | -1% | -3% | 12% | -5% | 15%
CC1(C)Cc2ccccc2-c2nnc(SCC(=O)N3CCN(c4ccccc4)CC3)n21 | 1% | 6% | -9% | -65% | 1% | 0 | 6% | -19% | 2% | -15% | 15µM*
CCOc1cc(C)c(C(C)C)cc1S(=O)(=O)N1CCN(C)CC1 | 12% | 0% | -6% | 1% | -1% | -1 | -9% | 1% | -2% | 0% | 12%

Marked active in RORgamma inh (from the list above):
smiles	Tb PFK inh	p53 reactivation	TRPV1 ag	RORgamma inh	Rab9 prom act
COc1ccc(CC(=O)NNc2ncnc3c2cnn3-c2ccc(C)cc2)cc1OC	10%	-8%	-3	6.3µM*	2%
COC(=O)CNC(=S)NC(=O)c1ccc(C(C)(C)C)cc1	-2%	5%	19	6.3µM*	-2%
